HEK293 tox – qHTS of GLP-1 Receptor Inverse Agonists: Cytotox Screen; Potency, µM (highest dose often 38.3 µM), inactives show at the highest dose activity change, negative = inhibition, actives largely listed as inhibitors; 410,000 compounds, 0.13% hits; HEK293 cAMP-luciferase reporter cells, luminescence, 24 h;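 note: loss of luciferase light is scored as toxicity; potency is the fitted concentration of half-maximal effect; % is set by controls: 0 for no effect and ±100 for the full control effect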
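Luminescence readout: signal drop marks cytotoxicity. Plated cells grew 12 h at 37 °C, 5% CO2, received 23 nL compound for 24 h, then got luciferase reagent, read after 12 min at RT.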
GLP1R inv ag – qHTS of GLP-1 Receptor Inverse Agonists (Inhibition Mode); Glucagon-like peptide 1 receptor (Homo sapiens), P43220; 410,000 compounds, 1.6% hits; Potency, µM (highest dose often 38.3 µM), for inactives: at the top dose activity change, negative = inhibition, usual class: inhibitors; HEK293 GLP-1R CRE-luciferase, luminescence, 24 h; GLP-1R form is constitutively active; note: potency is the fitted concentration of half-maximal effect; % is set by controls: 0 for no effect and ±100 for the full control effect; nearly all actives have a fitted effect of over 55% in size
Target sequence (P43220 whole entry, looked up): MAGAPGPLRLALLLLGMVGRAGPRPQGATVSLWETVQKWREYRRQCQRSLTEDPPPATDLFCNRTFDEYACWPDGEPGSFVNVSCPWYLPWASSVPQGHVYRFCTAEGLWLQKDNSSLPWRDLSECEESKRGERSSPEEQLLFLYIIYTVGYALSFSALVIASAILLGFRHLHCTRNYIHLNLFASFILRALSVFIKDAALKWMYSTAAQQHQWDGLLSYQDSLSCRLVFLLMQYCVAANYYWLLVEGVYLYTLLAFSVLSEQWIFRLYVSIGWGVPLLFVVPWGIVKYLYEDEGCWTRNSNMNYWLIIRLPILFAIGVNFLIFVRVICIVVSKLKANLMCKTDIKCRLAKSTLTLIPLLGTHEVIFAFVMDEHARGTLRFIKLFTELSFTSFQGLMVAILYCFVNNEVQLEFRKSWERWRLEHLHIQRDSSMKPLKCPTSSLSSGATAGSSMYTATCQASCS
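qHTS in 1536-well format: reporter HEK293 cells expressing constitutive GLP-1R activity in DMEM + 10% Nu serum, 24 hr with compounds at 37 deg C, luminescence read after 12 min with detection reagent.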
aSyn rescue – qHTS of alpha-syn Inhibitors; 370,000 compounds, 0.14% hits; Yeast expressing alpha-synuclein, growth rescue, BacTiter-Glo, 24 h; Potency, µM (doses to about 46.1 µM), for inactives: at the highest dose growth rescue (activation), hits mostly activators; AID 652106, 2013; note: potency is the fitted concentration of half-maximal effect; % of control where 0% means no effect; nearly all actives have a fitted effect of over 65% in size
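Readout is rescue of growth in alpha-synuclein-expressing yeast, so inhibitors of toxicity appear as activators. Growth after 24 hr at 30 deg C in galactose medium is quantified by luminescence.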
GLP1R ag – qHTS of GLP-1 Receptor Agonists. Glucagon-like peptide 1 receptor (Homo sapiens), P43220. 380,000 compounds, 0.007% hits. Potency, µM (top dose mostly 45.6 µM), without a hit: at the top dose activation, usual class: activators. HEK293 GLP-1R CRE-luciferase, luminescence, 4-6 h; cells express a hypersensitive GLP-1R form; note: potency is the fitted concentration of half-maximal effect; % of control where 0% means no effect
D3 antag – qHTS of D3 Dopamine Receptor Antagonist: qHTS; max response, negative = inhibition, %; D(3) dopamine receptor (Homo sapiens), P35462; 360,000 compounds, 2.5% hits; D3R cells, DiscoveRx beta-arrestin luminescence, antagonist mode; hits give low values; AID 652054, 2013; in the data active = max response below about -50%; inconclusive = no clear call, values can overlap the other calls; note: % is set by controls: 0 for no effect and ±100 for the full control effect; mostly tested at two doses, the higher about 12 µM
Target sequence (P35462 whole entry, looked up): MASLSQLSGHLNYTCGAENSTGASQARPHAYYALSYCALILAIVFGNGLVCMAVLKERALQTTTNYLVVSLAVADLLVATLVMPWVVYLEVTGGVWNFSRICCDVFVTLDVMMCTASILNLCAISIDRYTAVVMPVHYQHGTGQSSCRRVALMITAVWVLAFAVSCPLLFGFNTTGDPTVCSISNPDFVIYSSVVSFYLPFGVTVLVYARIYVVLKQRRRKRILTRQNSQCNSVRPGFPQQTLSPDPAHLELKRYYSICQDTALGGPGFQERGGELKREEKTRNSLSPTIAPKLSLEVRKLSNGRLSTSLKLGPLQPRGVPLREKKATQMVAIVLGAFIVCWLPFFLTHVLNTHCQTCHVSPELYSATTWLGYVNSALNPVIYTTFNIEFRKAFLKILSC
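Cells plated overnight at 1500 cells/well, then exposed to library compounds with dopamine controls for 90 minutes at 37 degrees C. DiscoveRx reagent added for 30–60 minutes at room temperature; luminescence read, quantitative HTS format.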
PTHR1 agonist – qHTS for PTHR1 Agonists: Primary Screen; Parathyroid hormone/parathyroid hormone-related peptide receptor (Homo sapiens), Q03431; HEK293 GP2 PTHR1 cells, GloSensor cAMP luminescence, 1 h; Potency, µM (top dose mostly 115 µM), for the others: at the highest dose activation, most hits filed as activators; 410,000 compounds, 0.075% hits; AID 743266, 2014; note: potency is the fitted concentration of half-maximal effect; nearly all actives have a fitted effect of over 55% in size; some results filed as inactive show a strong effect at the top dose; inactives centre near -15; many of its hits are not listed in these tables
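HEK-293-derived GP2 cells expressing PTHR1 and a GloSensor cAMP reporter, 3,000/well, plated overnight, given luciferin plus IBMX (each 0.5 mM as added) for 1 h at 37 °C, then compound for 1 h at 37 °C. Luminescence was read after 15 min at room temperature.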
TDP43 rescue – qHTS of TDP-43 Inhibitors | TDP-43 expressing yeast growth rescue, BacTiter-Glo, 24 h | Potency, µM (series often up to 46.1 µM), for inactives: at the highest dose growth rescue (activation), actives largely listed as activators | 410,000 compounds, 1.8% hits; note: potency is the fitted concentration of half-maximal effect; % of control where 0% means no effect; nearly all actives have a fitted effect of over 50% in size
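Readout is BacTiter-Glo luminescence of cell growth, so inhibitors register as activators. TDP-43-expressing yeast at OD600=0.02 in galactose medium, after raffinose pregrowth to mid-log, were incubated with compound for 24 hr at 30 deg C.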
DRD3 agonist – qHTS of D3 Dopamine Receptor Agonist: qHTS. D(3) dopamine receptor (Homo sapiens), P35462. D3R DiscoveRx beta-arrestin cells, luminescence, 90 min. max activation, %. 410,000 compounds, 0.58% hits. AID 652048, 2013; in the data active = max activation above about 30%; note: 0% is about no effect; mostly tested at two doses, the higher about 12 µM
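Agonist-mode cell screen: cells plated at 1500/well and incubated overnight at 37 °C, then exposed to library compounds for 90 min at 37 °C. Detection reagent was added for 30–60 min at room temperature, and luminescence was read.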
KB-V1 MDR tox – qHTS assay for MDR1-selective chemotherapeutics: Primary screen using the drug-selected MDR subline cells KB-V1 | AID 1347076, 2019 | 400,000 compounds, 3.4% hits | Potency, µM (top dose mostly 46.1 µM), inactives show at the highest dose activity change, negative = cytotoxicity, actives largely listed as cytotoxic | KB-V1 MDR cells viability, CellTiter-Glo, 72 h; note: potency is the fitted concentration of half-maximal effect; % is set by controls: 0 for no effect and ±100 for the full control effect; nearly all actives have a fitted effect of over 60% in size
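Compound-treated KB-V1 multidrug-resistant cells, 72 h, 37 degrees C; viability by CellTiter-Glo. Fitted qHTS curves give the values.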
* marks the source's active call; other numbers are inactive results; i = inactive; ? = inconclusive; nt = not tested or not shown; [ ] = dose if it differs, or a comment. Unless noted, calls come from the whole dose curve; as a rule, active = well fitted curve in the direction sought with a large enough effect; inconclusive = small, poorly fitted or top-dose-only effect, or another doubt; inactive = no such curve, though single readings can be large; an effect the other way counts as inactive or inconclusive. An excerpt; count on the stated rates, not on these rows.

Start of the listing, in advance, 8 compounds:
SMILES | HEK293 tox | GLP1R inv ag | aSyn rescue | GLP1R ag | D3 antag | PTHR1 agonist | TDP43 rescue | DRD3 agonist | KB-V1 MDR tox
CN(C)S(=O)(=O)c1ccc(NC(=S)NC(=O)Cc2ccccc2)cc1 | -3% | 18% | -4% | 7% | ? | -19% | -19% | 1 | -3%
CC(C)CCN(C(=O)c1ccncc1)c1c(N)n(Cc2ccccc2)c(=O)[nH]c1=O | -18% | 7% | 5% | 6% | 18 | i | ? | 4 | 30%
COc1ccccc1CNC(=O)c1cccnc1 | 0% | 9% | 0% | -13% | 0 | i | 11% | 0 | ?
CC(c1ccccc1)N1C(=O)c2ccc(C(=O)NCc3ccco3)cc2C1=O (stereo not given) | -9% | 0% | 1% | -11% | -1 | -1%[57.5 µM] | 9% | 7 | 14%
CCOc1ccc2c(C)c(C)c(=O)oc2c1OCC | 3% | 126%[activator] | 11% | 29% | -17 | -29% | 11% | 20 | -1%
Cn1nc(C(=O)NCc2cccc(F)c2)cc1C(=O)NCc1cccc(F)c1 | -41% | ? | 8% | 5% | -3 | i | 10% | -3 | 0%
CCc1nn(CC(=O)NCc2ccc(OC)c(OC)c2)c(=O)c2cc3sc(C)cc3n12 | -5% | -25% | nt | nt | nt | i | 20% | 4 | nt
Cc1noc(C)c1C(=O)OCC(=O)NC(=O)c1ccc(C(C)(C)C)cc1 | 4% | 27% | 2% | -7% | -7 | -46%[inhibitor] | 17% | 2 | 13%

Results, previewed entries included:
SMILES | HEK293 tox | GLP1R inv ag | aSyn rescue | GLP1R ag | D3 antag | PTHR1 agonist | TDP43 rescue | DRD3 agonist | KB-V1 MDR tox
CN(C)S(=O)(=O)c1ccc(NC(=S)NC(=O)Cc2ccccc2)cc1 | -3% | 18% | -4% | 7% | ? | -19% | -19% | 1 | -3%
CC(C)CCN(C(=O)c1ccncc1)c1c(N)n(Cc2ccccc2)c(=O)[nH]c1=O | -18% | 7% | 5% | 6% | 18 | i | ? | 4 | 30%
COc1ccccc1CNC(=O)c1cccnc1 | 0% | 9% | 0% | -13% | 0 | i | 11% | 0 | ?
CC(c1ccccc1)N1C(=O)c2ccc(C(=O)NCc3ccco3)cc2C1=O (stereo not given) | -9% | 0% | 1% | -11% | -1 | -1%[57.5 µM] | 9% | 7 | 14%
CCOc1ccc2c(C)c(C)c(=O)oc2c1OCC | 3% | 126%[activator] | 11% | 29% | -17 | -29% | 11% | 20 | -1%
Cn1nc(C(=O)NCc2cccc(F)c2)cc1C(=O)NCc1cccc(F)c1 | -41% | ? | 8% | 5% | -3 | i | 10% | -3 | 0%
CCc1nn(CC(=O)NCc2ccc(OC)c(OC)c2)c(=O)c2cc3sc(C)cc3n12 | -5% | -25% | nt | nt | nt | i | 20% | 4 | nt
Cc1noc(C)c1C(=O)OCC(=O)NC(=O)c1ccc(C(C)(C)C)cc1 | 4% | 27% | 2% | -7% | -7 | -46%[inhibitor] | 17% | 2 | 13%
CCOc1ccc(CN2C(=O)c3ccccc3C2C(=O)NCCc2ccc(OC)c(OC)c2)cc1 (stereo not given) | 9% | 8% | nt | nt | nt | i | 16% | 13 | nt
CCc1nc2cccnc2n1-c1ccc(CC(=O)Nc2ccc(C)cc2)cc1 | 15% | 9% | nt | nt | nt | -25% | 11% | 4 | -3%
CCCCN(C(=O)CSCC(=O)Nc1ccc(C)cc1)c1c(N)n(CC(C)C)c(=O)[nH]c1=O | 0% | 2% | -7% | 10% | 13 | ? | 9% | 2 | 9%
O=C(CCCNC(=O)c1ccc(Cl)cc1)Nc1ccccc1C(F)(F)F | 1% | 13% | 1% | -7% | 10 | i | -2% | 0 | -6%
Cc1ccccc1NC(=O)CN1CCN(Cc2ccccc2)CC1 | ? | -22% | -12% | 0% | -2 | i | 3% | 4 | 9%
CN1CCN(C(=O)c2cccn(Cc3ccc(C(F)(F)F)cc3)c2=O)CC1 | 2% | 15% | -13% | 0% | -25 | 11% | -6% | -1 | -9%
CC(=O)Nc1ccc(NC(=O)COC(=O)c2cc([N+](=O)[O-])ccc2N2CCOCC2)cc1 | -8% | 52%[activator] | -1% | 19% | 1 | -21% | 0% | 3 | nt
O=C(Nc1cc(Br)ccc1O)c1cc(-c2cccs2)on1 | -13% | 24% | 0% | 19% | -18 | -5% | -4% | -17 | 16%
Cc1ccc(C(c2sc3nc(C)nn3c2O)N2CCN(c3ccc(F)cc3)CC2)cc1 (stereo not given) | -8% | 3% | 2% | -2% | -12 | i | -3% | -1 | -1%
Cc1c(C(=O)NC2CCCCC2)oc2c1C(=O)CC(C)(C)C2 | 1% | -16% | -1% | -9% | 3 | i | -12% | -23 | -21%
CN1C(=O)N(c2nnc(C(C)(C)C)s2)C(=O)C1c1ccccc1 (stereo not given) | -4% | 15% | -1% | 2% | ? | -9% | -6% | 13 | -22%
Cc1cccc(NC(=O)c2cn(-c3ccccc3)nc2-c2ccccc2)c1 | 11% | -1% | -9% | -1% | 27 | i | 14% | -6 | -6%
C(=C\c1ccccc1)/CN1CCN(C(c2cccs2)c2nnnn2-c2ccc3c(c2)OCCO3)CC1 (stereo not given) | 3% | ? | -1% | 1% | -79* | -15% | 8% | -19 | ?
O=C(NCCC1CCCCN1S(=O)(=O)c1ccccc1)C(=O)NCc1ccccc1F (stereo not given) | -2% | ? | 0% | 14% | -11 | 0% | 1% | 2 | -2%
Clc1ccccc1CN1CCc2nc(N3CCN(c4ncccn4)CC3)ncc2C1 | -1% | ? | nt | nt | nt | -53%[inhibitor] | 2% | -10 | 18µM*
CC(C)(C)Nc1c(-c2cccs2)nc2ccccn12 | 1% | ? | -8% | -1% | 1 | i | -18% | 5 | -27%
CCOC(=O)Cc1cc(=O)[nH]c(/N=C(/NC(=O)c2ccccc2)Nc2ccccc2C(F)(F)F)n1 | 6% | -3% | 0% | 15% | -13 | -20% | -11% | 7 | 6%
COc1ccc(-c2csc(NC(=O)C(CC(=O)O)N3CCOCC3)n2)cc1 (stereo not given) | -7% | 14% | 3% | 0% | -14 | i | nt | 10 | ?
CC1CCCC(C)N1C(=O)CSc1nnnn1Cc1ccccc1 (stereo not given) | -13% | ? | 7% | 0% | 20 | i | 25% | 3 | -5%
Cc1ccc(-c2nnc(NC(=O)c3c(F)cccc3Cl)s2)cc1 | 2% | 11% | -3% | 4% | -25 | -17% | -1% | -7 | -16%
Cn1c(=O)oc2cc(S(=O)(=O)NCc3ccc(Cl)cc3)ccc21 | 7% | -1% | 1% | 1% | -10 | -22% | 14% | 1 | 12%
O=C(Cc1cccs1)NCc1cccc(Cl)c1 | 21% | -11% | 2% | 8% | 0 | -1% | ? | -4 | -14%
Cc1cccc2cc3c(NC(=O)C(C)C)nn(C)c3nc12 | 96%[activator] | 3% | -1% | -5% | 0 | -7%[57.5 µM] | 10% | -5 | 0%
COc1ccc(CNC(=O)CCC(=O)Nc2cccnc2)cc1 | -5% | 4% | 0% | -6% | -5 | i | -11% | -8 | ?
CC(C)N(Cc1nc(-c2ccc(Cl)cc2)no1)C(=O)c1ccc(C(C)(C)C)cc1 | 8% | -7% | nt | -3% | nt | -36%[inhibitor] | 13% | -7 | 0%
CCN(Cc1ccccc1)S(=O)(=O)c1cc(C(=O)c2c(N)n(C)c(=O)n(C)c2=O)ccc1OC | -2% | 16% | 5% | 0% | -10 | -21% | -1% | -4 | 16%
COc1ccc(C(=O)C2CCCN(C/C=C/c3ccccc3OC)C2)c(OC)c1 (stereo not given) | ? | ? | -6% | 30% | -72* | -12% | -25%[9.22 µM] | -28 | -4%
CC1CCCCC1NC(=O)CCNC(=O)N1CC(=O)Nc2ccccc21 (stereo not given) | 1% | 13% | 0% | -4% | -2 | i | -11% | -8 | 0%
O=C(Nc1cc(Br)ccc1O)c1cnn2c(C(F)F)cc(C3CC3)nc12 | 6% | 5% | -14% | 24% | 19 | -26% | -4%[9.22 µM] | 3 | -14%
Cc1c(Cl)cccc1N/C(=N/S(=O)(=O)c1cccs1)c1ccccc1 | -3% | -16% | 16% | 7% | 2 | -37%[inhibitor] | ? | 7 | ?
Cc1ccc(-n2nc3ccc(NC(=O)Cc4ccc(Cl)cc4)cc3n2)cc1 | -6% | 4% | nt | nt | nt | i | 4% | 2 | 4%
Fc1ccc(/C=N/N2CCN(Cc3ccccc3)CC2)cc1 | -5% | ? | 1% | 0% | -10 | -12% | 0% | -10 | -16%
CCc1ccc(S(=O)(=O)c2nnn3c2nc(NC(C)C)c2sccc23)cc1 | 4% | 73%[activator] | nt | nt | nt | i | 9% | 2 | 4%
FCCCOc1ccc(/C=N/OCc2ccc(Cl)cc2)cc1 | 12% | ? | -24% | -23% | 14 | -10% | -3% | 0 | 0%
CCOc1ccccc1NC(=O)Cn1ccn(Cc2ccc(C)cc2)c(=O)c1=O | -1% | -2% | nt | nt | nt | i | 11% | -12 | -12%

Screens (PubChem BioAssay)
